# Screening data deposited in PubChem BioAssay by National Center for Advancing Translational Sciences (NCATS).
# ELG1 genotoxic = qHTS screen for small molecules that induce genotoxicity in human embryonic kidney (HEK293T) cells expressing luciferase-tagged ELG1; HEK293T ELG1-luciferase reporter, luminescence, 16 h; 330,000 compounds, 1.3% hits; Potency, µM (doses to about 46 µM), for the others: at the highest dose activity change, positive = activation, hits mostly activators; note: % of control where 0% means no effect; nearly all actives have a fitted effect of over 60% in size
#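 Step 1: seed 2,000 HEK293T ELG1-luciferase cells per well. Step 2: add compound or DMSO, incubate 16 hr at 37 °C. Step 3: ONE-Glo, 30 min at room temperature, read luminescence.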
# p53 reactivation = qHTS assay for re-activators of p53 using a Luc reporter; H1299 p53-A138V BP100-luciferase reporter, luminescence, 24 h; Potency, µM (doses to about 92.2 µM), inactives show top-dose activity change, positive = activation, most hits filed as activators; 320,000 compounds, 0.063% hits; AID 504706, 2011; note: % of control where 0% means no effect; nearly all actives have a fitted effect of over 45% in size
#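 p53-null H1299 cells stably carrying temperature-sensitive p53-A138V and a BP100-luciferase reporter were pinned with compounds (4-point, 1:5 series) and held 24 hrs at 37 deg C. Luminescence was read 10 min after detection reagent.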
# RORg inh = qHTS for inhibitors of ROR gamma transcriptional activity; Drosophila S2 Gal4-RORgamma UAS-luciferase reporter, 20 h; Potency, µM (top dose mostly 53.6 µM), without a hit: at the top dose activity change, negative = inhibition, most hits filed as inhibitors; 310,000 compounds, 5.4% hits; note: % is set by controls: 0 for no effect and ±100 for the full control effect; nearly all actives have a fitted effect of over 60% in size
# Target sequence (P51450 whole entry, looked up, the tested form may be a part): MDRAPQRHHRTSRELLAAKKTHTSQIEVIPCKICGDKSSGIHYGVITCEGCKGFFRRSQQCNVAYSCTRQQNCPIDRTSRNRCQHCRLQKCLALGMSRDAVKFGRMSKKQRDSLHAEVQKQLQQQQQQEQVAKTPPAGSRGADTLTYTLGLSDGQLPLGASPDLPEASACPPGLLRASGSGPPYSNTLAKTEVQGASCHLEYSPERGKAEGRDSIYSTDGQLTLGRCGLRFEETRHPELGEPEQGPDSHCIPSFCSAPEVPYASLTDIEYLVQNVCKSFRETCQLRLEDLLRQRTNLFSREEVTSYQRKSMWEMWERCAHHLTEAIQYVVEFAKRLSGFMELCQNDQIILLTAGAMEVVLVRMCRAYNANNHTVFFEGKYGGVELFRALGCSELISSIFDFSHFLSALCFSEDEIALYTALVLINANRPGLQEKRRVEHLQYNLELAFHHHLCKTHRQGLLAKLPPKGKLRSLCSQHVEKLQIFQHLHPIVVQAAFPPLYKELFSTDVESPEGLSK
#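 Using a luciferase readout, inhibitors were identified by reduced reporter activity in Drosophila cells coexpressing a copper-inducible Gal4–ROR gamma fusion and UAS-driven Photinus luciferase, incubated 20 hr after 700 uM copper sulfate.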
# uPA surface inh = qHTS for Inhibitors of Cell Surface uPA Generation; cell surface uPA generation assay, qHTS; Potency, µM (series often up to 38.3 µM), without a hit: at the highest dose activity change, negative = inhibition, most hits filed as inhibitors; 330,000 compounds, 0.31% hits; AID 540303, 2011; active = well fitted inhibition curve with a large enough effect; inconclusive = small, poorly fitted or top-dose-only effect; inactive = no such curve, though single readings can be large or run the other way; tested in mouse RAW 264.7 cells; note: % is set by controls: 0 for no effect and ±100 for the full control effect; nearly all actives have a fitted effect of over 55% in size
# NPC1 prom act = qHTS Assay for NPC1 Promoter Activators; AID 485313, 2010; Huh7 NPC1 promoter luciferase reporter, 24 h; 320,000 compounds, 2.4% hits; Potency, µM (highest dose often 9.22 µM), inactives show at the highest dose activation, actives largely listed as activators;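 note: % of control where 0% means no effect; nearly all actives have a fitted effect of over 60% in size; reporter is driven by a mutant NPC1 promoter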
#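 Luminescence from an NPC1 promoter-driven luciferase reporter in stably transfected Huh7 cells was measured after 24 h compound treatment at 37 °C, followed by 10 min ambient incubation with luciferase detection reagent.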
# MBNL1-CUG inh = qHTS Assay for Inhibitors of MBNL1-poly(CUG) RNA binding | TR-FRET MBNL1-His/biotin-(CUG)12 binding, 665/545 ratio | Potency, µM (doses to about 57.5 µM), inactives show top-dose activity change, negative = inhibition, hits mostly inhibitors | AID 2675, 2010 | Muscleblind-like protein 1 (Homo sapiens), Q9NR56 | 280,000 compounds, 0.036% hits; active = well fitted inhibition curve with a large enough effect in the signal ratio, with a control signal flat, not every such curve was filed as active; inconclusive = small, poorly fitted or top-dose-only effect, or effect the other way, or a change in a side signal; inactive = no such curve, though single readings can be large or run the other way; the % refers to the signal ratio; note: % is set by controls: 0 for no effect and ±100 for the full control effect
# Target sequence (Q9NR56 whole entry, looked up): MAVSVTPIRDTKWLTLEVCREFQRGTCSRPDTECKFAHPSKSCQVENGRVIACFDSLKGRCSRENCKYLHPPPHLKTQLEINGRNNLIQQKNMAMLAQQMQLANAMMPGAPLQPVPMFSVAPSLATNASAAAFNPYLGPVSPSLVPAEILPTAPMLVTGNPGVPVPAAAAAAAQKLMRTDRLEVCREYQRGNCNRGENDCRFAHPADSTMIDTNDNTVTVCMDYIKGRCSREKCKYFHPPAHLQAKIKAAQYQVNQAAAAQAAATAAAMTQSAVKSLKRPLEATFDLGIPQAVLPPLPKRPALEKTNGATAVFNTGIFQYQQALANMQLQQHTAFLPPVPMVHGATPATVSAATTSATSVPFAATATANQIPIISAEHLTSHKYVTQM
#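 Inhibition of protein-RNA binding appears as loss of TR-FRET between terbium anti-His antibody on MBNL1-His and streptavidin-XL665 on biotin-(CUG)12. Activity is normalized to buffer-only and uninhibited-complex controls.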
# FLuc modulator = qHTS profiling assay for firefly luciferase inhibitor/activator using purifed enzyme and Km concentrations of substrates (counterscreen for miR-21 project) | Luciferin 4-monooxygenase (Photinus pyralis), P08659 | purified FLuc, Km substrates, luminescence inhibition | Potency, µM (highest dose often 57.5 µM), without a hit: at the highest dose activity change, negative = inhibition, actives largely listed as inhibitors | 360,000 compounds, 6.9% hits;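 note: plate controls were vehicle for no effect and reference inhibitor for full effect; nearly all actives have a fitted effect of over 55% in size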
#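 Purified P. pyralis luciferase (10nM final) with 10uM D-luciferin and 10uM ATP (Km levels) in 50mM Tris acetate pH 7.5, 10mM Mg acetate, 0.01% Tween-20, 0.05% BSA; qHTS 6-point titration, ~60 µM downward; luminescence read.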
# MLL CXXC-DNA inh = qHTS Fluorescence Polarization Assay for Inhibitors of MLL CXXC domain - DNA interaction; Potency, µM (top dose mostly 115 µM), for the others: top-dose activity change, negative = inhibition, usual class: inhibitors; MLL-CXXC / FITC-HOXA9 DNA fluorescence polarization; Histone-lysine N-methyltransferase 2A (Homo sapiens), Q03164; 290,000 compounds, 0.037% hits; active = well fitted inhibition curve with a large enough effect in the polarisation, with a control signal flat, not every such curve was filed as active; inconclusive = small, poorly fitted or top-dose-only effect, or effect the other way, or a change in a side signal; inactive = no such curve, though single readings can be large or run the other way; the % refers to the polarisation
#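 Steps: dispense CXXC domain solution (7 uM) → pin compounds or unlabeled HOX-A9 DNA control → 5 min ambient → add FLSN-HOX-A9 solution (50 nM) → spin → 30 min ambient → fluorescence polarization. Tris pH 7.5/NaCl/DTT/BSA buffer.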
# BRCA1 expr act = qHTS Assay to Identify Small Molecule Activators of BRCA1 Expression | MCF7-BRCA1-FFLuc reporter, luminescence, 48 h; response scale: scaled: vehicle 0%, 10 µM genistein 100% | Potency, µM (doses to about 46.1 µM), for the others: top-dose activation, hits mostly activators | 380,000 compounds, 1.1% hits | AID 624202, 2012; note: nearly all actives have a fitted effect of over 80% in size; some results filed as inactive show a strong effect at the top dose
#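 Luminescence from a BRCA1-driven firefly luciferase in MCF7 cells was read after 48 h compound exposure at 37 C. Data normalized against DMSO and a 10microM genistein activation control, then curve-fitted across the titration.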
# Rab9 prom act = qHTS Assay for Rab9 Promoter Activators; Huh7 Rab9 promoter-luciferase reporter, luminescence, 24 h; Potency, µM (series often up to 9.22 µM), for the others: top-dose activation, negative = inhibition, most hits filed as activators; 320,000 compounds, 2.8% hits; AID 485297, 2010; note: % of control where 0% means no effect; nearly all actives have a fitted effect of over 60% in size
#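 Steps: seed 1500 Huh7 Rab9-luc cells per well, rest 2 h at 37 °C; add compound in DMSO; incubate 24 h; add luciferase reagent, 10 min ambient; read luminescence.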
# VP16 counter = VP16 counterscreen qHTS for inhibitors of ROR gamma transcriptional activity. Potency, µM (titrated, usually from 53.6 µM), for inactives: top-dose activity, negative = inhibition, usual class: inhibitors. Drosophila S2 Gal4-VP16 UAS-luciferase, luminescence, 20 h. 310,000 compounds, 3.5% hits;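 note: Gal4-VP16 expression switched on by copper sulfate through the metallothionein promoter; % is set by controls: 0 for no effect and ±100 for the full control effect; nearly all actives have a fitted effect of over 50% in size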
# Starred values were filed as active, the others as inactive; u = inconclusive; x = not tested or not shown; & = joins results of further samples; [ ] = dose if it differs, or a comment. Unless noted, calls come from the whole dose curve; as a rule, active = well fitted curve in the direction sought with a large enough effect; inconclusive = small, poorly fitted or top-dose-only effect, or another doubt; inactive = no such curve, though single readings can be large; an effect the other way counts as inactive or inconclusive. Potency is the fitted concentration of half-maximal effect.
SMILES,ELG1 genotoxic,p53 reactivation,RORg inh,uPA surface inh,NPC1 prom act,MBNL1-CUG inh,FLuc modulator,MLL CXXC-DNA inh,BRCA1 expr act,Rab9 prom act,VP16 counter
CC#C[C@@H](CC)c1ccc2ccn(C)c2c1,0%,17%,x,4%,12%,x,u,x,30%,-6%,x
Cc1ccc(NNC(=O)c2cc(C(C)(C)C)nn2Cc2ccccc2)cc1,-4%,4%,u,-7%,3%,x,1%,3%,-25%,1%,18µM*
O=C(O)CCn1[nH]c(=O)ccc1=O,3%,-1%,u,0%,-5%,-2%,2%,12%,1%,2%,-20%
CC(C)(C)C(=O)OCc1nc(-c2ccc(O)c(O)c2)cs1,16%,u,u,-6%,-3%,1%,4.3µM*,1%,5%,9%,u
Cc1cc(C(=O)CSc2nnnn2-c2ccccc2)c(C)n1CCc1ccccc1,7%,0%,1%,3%,1%,7%,-1%,4%,-18%,-1%,-11%
COc1cccc(CN(CC(=O)NC2CCCC2)C(=O)c2csnn2)c1,x,x,0%,-2%,2%,4%,3%,-9%,4%,3%,4%
Cc1nn(-c2ccc(F)cc2F)c(=O)c2noc(C)c12,0%,0%,-8%,1%,2%,-9%,-1%,-1%,15%,-2%,-4%
CC1=C(C#N)C(C(F)(F)F)(C(F)(F)F)N=C(c2ccco2)N1,-3%,-4%,-10%,-22%,-1%,4%,6%,0%,-25%,-2%,3%
CCOC(=O)c1cccc(NC(=O)c2cncc(Br)c2)c1,15%,u,u,-5%,23%,-10%,u,5%,u,26%,6%
CSc1ncccc1C(=O)NC1CC(C)(C)Cc2c1cnn2-c1ccccc1C (stereo not drawn),-12%,4%,-8%,1%,0%,-2%,0%,0%,-4%,12%,u
C/C(=C\C(=S)Nc1ccccc1)Nc1ccccc1,1%,16%,10µM*,-2%,1%,-5%,3.8µM*,-1%,-23%,-4%,u
CN1CCCN(C(=O)CNC(=O)Cc2ccccc2)CC1,3%,-1%,14%,2%,0%,-6%,-1%,1%,6%,3%,2%
Cc1noc(C)c1S(=O)(=O)NCC(=O)O,2%,-2%,-5%,-5%,-1%,-3%,1%,-1%,25%,-3%,-1%
CNC(=O)N(O)C1N(/N=C/c2ccccc2F)C(=S)SC1(C)C (stereo not drawn),-2%,3%,20%,-3%,0%,6%,-1%,8%,1%,-10%,23%
COc1ccc(Cl)cc1NC(=S)NCCc1ccc(S(N)(=O)=O)cc1,-5%,-3%,-2%,-3%,-4%,0%,-2%,8%,-35%,0%,-4%
CC(C)C1C(c2ccccc2)N(C)C(c2ccccc2)CC1(O)c1ccccc1 (stereo not drawn),-4%,-1%,-26%,4%,-1%,-4%,0%,14%,-22%,-6%,0%
CCOC(=O)CSc1nc2sccc2c(=O)[nH]1,-1%,-4%,-25%,1%,0%,-7%,4%,32%[activator],-13%,1%,-5%
CSc1ncccc1C(=O)OCC(=O)Nc1ccc2c(c1)OCO2,-1%,-5%,-3%,6%,0%,16%,-18%,8%,0%,-3%,2%
CC(=O)c1ccc(N2CCN(C(=O)Nc3ccc(Cl)cc3)CC2)cc1,-7%,3%,23%,x,-1%,34%[activator],-5%,11%,3%,11%,-3%
CN(C)C(=O)CSc1nnc(CCCCCNC(=O)OC(C)(C)C)o1,0%,u,-1%,x,-4%,-2%,-14%,-2%,-13%,4%,-2%
CCOc1ccc(C2OC(=O)Cc3cc(OC)c(OC)cc32)cc1 (stereo not drawn),0%,-4%,2%,4%,-3%,-8%,-3%,10%,4%,-4%,-2%
COc1cc2c(-c3ccccc3O)nc3c(c(C)nn3-c3ccccc3)c2cc1OC,8%,1%,-12%,-5%,-8%,x,0%&6%,u,-31%,-6%,-8%
Cc1ncsc1CCSc1nc2ccccc2c(=O)n1C,-6%,-16%,26%,-12%,3%,-9%,-10%,1%,-56%,-4%,-16%
CCC(C)N(C(=O)COC(=O)C1CCN(S(=O)(=O)c2ccc(C)c(C)c2)CC1)C1CCS(=O)(=O)C1 (stereo not drawn),-5%,0%,x,1%,0%,x,2%,x,2%,0%,x
O=C(O)c1cccc(N/N=C/c2cc(Br)cc(Br)c2O)c1,u,u,u,-3%,u,x,24µM*,-4%,69%,2.8µM*,-17%
CCC/C=C(\CCC)C(NS(=O)(=O)c1cccc2cccnc12)c1ccc(C(=O)OC)cc1 (stereo not drawn),0%,5%,7%&2%,u,-3%,-10%,1%,10%,-52%,-6%,-4%&0%
CCN(C(=O)c1cc(S(=O)(=O)N2CCOCC2)cn1C)c1cccc(C)c1,3%,x,-40%,-1%,0%,3%,4%,x,1%,0%,-2%
Cc1c(N2C(=O)CSC2c2ccc(F)cc2)c(=O)n(-c2ccccc2)n1C (stereo not drawn),-1%,1%,12%,-8%,-4%,-4%,2%,3%,7%,-6%,-4%
COc1ccccc1/C=C/C=C1\Oc2c(ccc(O)c2CN2CCN(CCO)CC2)C1=O,9%,-2%,-14%,0%,3%,u,3.8µM*,u,-3%,3%,-26%
O=C(CCS(=O)(=O)c1ccccc1)Nc1ncc([N+](=O)[O-])s1,-11%,u,u,-16%,2%,u,-1%,1%,-84%,2%,u
N#CC1(c2ccc(NC(=O)c3ccccc3)cc2)CCCC1,u,33%,1%,x,0.28µM*,0%,1.3µM*,u,x,0.4µM*,3%
CCOc1ccc(N(CC(=O)NC2CCCCC2)S(=O)(=O)c2ccccc2)cc1,-3%,-3%,17%,-8%,-3%,1%,1%,1%,-26%,-1%,7%
COc1ccc([N+](=O)[O-])c(S(=O)(=O)c2ccccc2)n1,-3%,-12%,2.5µM*,u,-16%,u,-11%,8%,-85%,-35%[inhibitor],5µM*
COc1ccc(OC)c(/C=N/NC(=O)Cc2nc3ccccc3[nH]2)c1,2%,-4%,1%,-3%,1%,u,-2%,-8%,-23%,11%,2%
O=C(NCCCN1CCCC1=O)c1ccc(CNS(=O)(=O)c2ccc(F)cc2)cc1,3%,0%,-4%,5%,-4%,-12%,-1%,-14%,9%,1%,-4%
CCO[C@@H]1OC(C(=O)NC2CC2)=C[C@H](c2ccc3c(c2)OCO3)[C@H]1CCCO,-1%,-2%,-3%,-6%,-4%,-1%,2%,0%,9%,1%,-7%
CC1CCCN(c2nc3c(c(=O)[nH]c(=O)n3C)n2CCCc2ccccc2)C1 (stereo not drawn),-8%,-18%,u,u,-1%,u,-1%,-4%,0%,-5%,-1%
CC(C)OC(=O)/C(=C\c1ccccc1)NC(=O)c1ccccc1,0%,17%,-13%,-13%,-2%,1%,3%,3%,-1%,3%,-9%
O=C(N/N=C/c1cccc([N+](=O)[O-])c1)c1ccncc1,-6%,6%,14%,0%,15%,u,u,41%[activator],-9%,-1%,-3%
CC(=O)c1ccc(NC(=O)CSc2nccn2CCc2ccccc2)cc1,u,u,9%,2%,u,2%,13µM*,-6%,13µM*,u,19%
CCn1ccnc1CN(C)Cc1nc(-c2ccc(C(=O)OC)cc2)no1,0%,-1%,-35%,-2%,-8%,-2%,0%,8%,0%,-2%,3%
O=C(Nc1cccc(F)c1)c1ccc(S(=O)(=O)N2CCCCC2)cc1,-9%,27%,61%,1%,-5%,1%,-10%,u,1%,11%,-2%
CCCCCCN1Cc2ccccc2C1,7%,8%,-9%,11%,3%,3%,2%,0%,10%,-2%,7%
CCc1ccc(N2CC(C)Cn3c2nc2c3c(=O)n(CCN3CCOCC3)c(=O)n2C)cc1 (stereo not drawn),-2%,-2%,3%,-2%,-7%,-3%,0%,13%,10%,2%,-4%
CC(=O)N1c2ccc(S(=O)(=O)N(C)CC(=O)Nc3ccccc3C)cc2CC1C (stereo not drawn),-7%,-7%,2%,-4%,1%,2%,0%,28%,39%,-2%,-11%

# An excerpt; the hit share may differ from the screen's.
